# Bioassay records (PubChem BioAssay)
# Apoferritin bind = binds horse apoferritin like a general anesthetic; P02791; apoferritin/1-aminoanthracene competitive binding, fluorescence; Potency, µM (top dose mostly 77.5 µM), without a hit: at the highest dose activity change, negative = displacement, hits mostly inhibitors; actives 0.074% (n = 350,000); AID 485281; note: potency is the fitted concentration of half-maximal effect; % is set by controls: 0 for no effect and ±100 for the full control effect; nearly all actives have a fitted effect of over 20% in size
# Target sequence (P02791 2-175 limits assumed): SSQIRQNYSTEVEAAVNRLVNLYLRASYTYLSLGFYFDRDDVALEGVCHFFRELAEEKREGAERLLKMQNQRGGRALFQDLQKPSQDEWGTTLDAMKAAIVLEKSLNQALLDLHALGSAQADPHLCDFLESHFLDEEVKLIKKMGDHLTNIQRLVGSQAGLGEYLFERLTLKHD
#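 Probe: 1-aminoanthracene (50% saturated, PBS). Protein: horse-spleen apoferritin, 10 uM. Incubation: 10 min, room temperature. Detection: 380 nm excitation, 535 nm emission. Analysis: normalized response, four-parameter Hill.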
# Pol beta inh = inhibitors of human DNA polymerase beta. P06746. Pol beta primer extension/strand displacement, fluorescence kinetic. Potency, µM (series often up to 114 µM), inactives show at the highest dose activity change, negative = inhibition, actives largely listed as inhibitors. actives 1.3% (n = 340,000). AID 485314; note: potency is the fitted concentration of half-maximal effect; % is set by controls: 0 for no effect and ±100 for the full control effect
#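 Reaction started by 50 nM substrate onto compound-treated Pol beta (10 nM, 15 min preincubation, room temperature); plates read at 0 min and 10 min. Normalized concentration-effect data fitted by four-parameter Hill equation.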
# BLM helicase inh = inhibitors of human Bloom syndrome helicase BLM; P54132; recombinant BLM DNA unwinding, fluorescence dequenching; Potency, µM (titrated, usually from 56.1 µM), for the others: at the top dose activity change, negative = inhibition, actives largely listed as inhibitors; actives 0.2% (n = 350,000);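 note: potency is the fitted concentration of half-maximal effect; plate controls were vehicle for no effect and no enzyme for full effect; nearly all actives have a fitted effect of over 35% in size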
# LDHA inh = inhibitors of human lactate dehydrogenase A | purified LDHA, NADH/diaphorase-resazurin fluorescence; active compounds read low | activity change, % (values are at about 110 or 230 µM) | actives 0.15% (n = 480,000) | AID 1347041; in the data active = activity change below about -30%; inconclusive = mostly about -25% to -30%;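 note: plate controls were DMSO wells for no effect and wells without enzyme for full effect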
#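 Remaining NADH was detected by diaphorase (0.133 mg/mL) converting 37 µM resazurin to fluorescent resorufin, read at 0 and 20 minutes. The preceding 5-minute room-temperature reaction used 2 nM LDHA, 0.2 mM sodium pyruvate and 0.06 mM NADH at pH 7.4.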
# POLI inh = inhibitors of human DNA polymerase iota. actives 1% (n = 390,000). Q9UNA4. Pol iota fluorescent replication assay, 10 min. Potency, µM (highest dose often 115 µM), without a hit: at the top dose activity, negative = inhibition, actives largely listed as inhibitors; note: potency is the fitted concentration of half-maximal effect
#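 Fluorescent replication assay read twice, at 0 min and 10 min after adding 50 nM (final) substrate. Enzyme (10 nM) and compounds were first incubated 15 min at room temperature; enzyme-free buffer wells were negative controls.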
# Glioma ERSR ind = inducers of ER stress response in human glioma cells. actives 0.02% (n = 420,000). U87-MG GRP78 promoter luciferase reporter, 16 h. Potency, µM, for inactives: at the top dose activation, usual class: activators; note: potency is the fitted concentration of half-maximal effect; series mostly up to about 76 µM; % of control where 0% means no effect; nearly all actives have a fitted effect of over 35% in size
#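 ERSR induction read as luciferase luminescence (Bright-Glo, 10 min at room temperature) in stably transfected human U87-MG glioma cells exposed to compounds for 16 h, using GRP78 as sensor.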
# POLK inh = inhibitors of human DNA polymerase kappa | Q9UBT6 | purified Pol kappa, fluorescent DNA synthesis assay, 10 min | Potency, µM (titrated, usually from 107 µM), for the others: at the top dose activity, negative = inhibition, actives largely listed as inhibitors | actives 0.53% (n = 400,000); note: potency is the fitted concentration of half-maximal effect; % is set by controls: 0 for no effect and ±100 for the full control effect
#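 50 nM final substrate added after 15 min RT preincubation of 10 nM Pol kappa with compound; fluorescence read at 0 and 10 min.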
# APEX1 inh = blocks human APE1 abasic DNA cleavage | P27695 | recombinant APE1, TAMRA/BHQ-2 abasic DNA cleavage fluorescence | Potency, µM (top dose mostly 65.8 µM), inactives show at the top dose activity change, negative = inhibition, actives largely listed as inhibitors | actives 0.35% (n = 350,000);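 note: potency is the fitted concentration of half-maximal effect; plate controls were vehicle for no effect and reference inhibitor for full effect; nearly all actives have a fitted effect of over 55% in size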
#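 Substrate: short duplex with […] THF abasic site, 5'-TAMRA and 3'-BHQ-2, 50 nM final. APE1 at 0.75 nM, preincubated 15 min RT with compound. Fluorescence increase from first to third read measured activity.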
# POLH inh = DNA polymerase eta (human) inhibition; actives 1.2% (n = 390,000); Q9Y253; Potency, µM (doses to about 114 µM), without a hit: at the highest dose activity change, negative = inhibition, usual class: inhibitors; recombinant Pol eta, fluorescent DNA replication assay; note: potency is the fitted concentration of half-maximal effect; % is set by controls: 0 for no effect and ±100 for the full control effect
# Target sequence (Q9Y253 whole entry, looked up): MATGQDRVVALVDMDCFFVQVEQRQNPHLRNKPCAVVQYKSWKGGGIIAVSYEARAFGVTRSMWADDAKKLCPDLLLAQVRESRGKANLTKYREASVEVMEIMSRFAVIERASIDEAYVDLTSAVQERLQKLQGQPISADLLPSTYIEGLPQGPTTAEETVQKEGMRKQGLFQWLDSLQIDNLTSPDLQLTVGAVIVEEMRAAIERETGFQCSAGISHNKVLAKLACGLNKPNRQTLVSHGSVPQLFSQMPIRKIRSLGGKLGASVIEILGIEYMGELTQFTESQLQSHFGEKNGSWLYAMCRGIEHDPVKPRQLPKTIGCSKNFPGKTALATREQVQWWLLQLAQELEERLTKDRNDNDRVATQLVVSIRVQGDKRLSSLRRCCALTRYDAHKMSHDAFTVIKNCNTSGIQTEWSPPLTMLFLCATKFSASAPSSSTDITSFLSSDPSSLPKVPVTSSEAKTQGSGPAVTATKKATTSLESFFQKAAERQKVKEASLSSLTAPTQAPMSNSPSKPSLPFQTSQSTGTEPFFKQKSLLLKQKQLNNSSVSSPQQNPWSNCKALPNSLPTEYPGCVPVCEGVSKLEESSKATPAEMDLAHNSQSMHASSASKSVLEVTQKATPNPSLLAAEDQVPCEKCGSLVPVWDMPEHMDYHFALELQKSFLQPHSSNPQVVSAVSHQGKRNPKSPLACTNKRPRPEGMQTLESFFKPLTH
#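 Pol eta (10 nM) was preincubated with compounds for 15 min at room temperature, after which fluorescent replication substrate (50 nM final) was added to start the reaction. Fluorescence was read kinetically at 0 and 10 min.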
# * = called active by the depositor; ? = inconclusive; / = not tested or not shown; & = joins results of further samples; [ ] = dose if it differs, or a comment. Unless noted, calls come from the whole dose curve; as a rule, active = well fitted curve in the direction sought with a large enough effect; inconclusive = small, poorly fitted or top-dose-only effect, or another doubt; inactive = no such curve, though single readings can be large; an effect the other way counts as inactive or inconclusive. Not all compounds are listed, so the mix of outcomes need not match the whole.
molecule,Apoferritin bind,Pol beta inh,BLM helicase inh,LDHA inh,POLI inh,Glioma ERSR ind,POLK inh,APEX1 inh,POLH inh
CC(CCc1ccccc1)NC(=O)c1cccnc1 (stereo not given),0%,16%,0%,-5,15%,-4%,-6%,16%,-9%
CC(C)CC(COCc1cccc(C(F)(F)F)c1)N1CCN(C(=O)c2cccc(C(F)(F)F)c2)CCC1=O (stereo not given),-8%,?,-10%,3,36%,1%,-5%,-6%,?
C/C(=N\NC(=O)C1CC1c1ccccc1)c1ccc(C)s1 (stereo not given),-20%,16%,2%,-5,4%,-5%,-6%,-5%,-1%
O=C(CCCOc1ccccc1)OCn1nnc2ccccc2c1=O,?,?,-1%,-5,8%,-4%,-5%,-6%,-16%
CN(C(=O)c1ccc2c(=O)n3c(nc2c1)CCCCC3)c1cccc(Cl)c1,3%,16%,-3%,-3,-13%,-3%,-3%,38%,-11%
CCOc1ccc(-n2c(/C=C/c3cccc(F)c3)nc3cc(OC)c(OC)cc3c2=O)cc1,176%[activator],4%,1%,1,-10%,-5%,0%[60.1 µM],/,-16%
O=S(=O)(c1cccc(NC(=S)N2CCN(c3ccccc3F)CC2)c1)C(F)F,-2%,26%,-1%,-11,-27%,1%,-6%,-1%,-1%
COc1cc(/C=N/NC(=O)c2ccccn2)ccc1OC(=O)c1ccc(Br)cc1,-9%,27%,-6%,-5,25%,-3%,-11%,-8%,-10%
Cn1c(=O)c2c(ncn2Cc2ccccc2)n(C)c1=O,4%,7%,-2%,-1,25%,-1%,10%,-6%,-15%
Cc1ccc(CN2CCC(=O)N2)cc1,-10%,-1%,-1%,-6,?,-2%,-1%,-17%,-5%
O=C(COc1ccccc1F)Nc1ccc(S(=O)(=O)Nc2nccs2)cc1,35%[activator],5%,-1%,-6,-2%,-2%,-16%,-5%,3%
O=C(Nc1ccc2oc(-c3ccc4ccccc4c3)nc2c1)c1ccc(Cl)c(Cl)c1,5%,23%,-6%,-4,?,1%,?,/,8%
CN1CCN(CCCCOc2ccccc2C=O)CC1,-10%,-2%,33%[activator],-23,60%[activator],-7%,-4%,-5%,-17%
O=C(c1cccc(NS(=O)(=O)c2ccccc2)c1)N1CCCC1,-22%,5%,1%,2,1%,3%,-6%,29%,8%
COc1ccc(Nc2c3c(nc4ccccc24)CCC3)cc1,-5%,0%,-7%,1,68%[activator],-6%,-16%,62%,-3%
COc1ccc(CCC(C)NC2CCCCCCC2)cc1 (stereo not given),-4%,-16%,2%,-8,98%[activator],-2%,-8%,9%,3%
Cc1ccc(SCCN2CCC(C(C)(C)C)CCC2=O)cc1 (stereo not given),-20%,84%,-5%,5,4%&-4%,6%&7%,-16%&-19%,6%,-12%
COc1ccc(CCNC(=O)c2ccc3c(c2)sc2nc(-c4ccccc4)cn23)cc1OC,-3%,-1%,1%,1,2%,0%,-17%,/,-6%
Cc1nc2ccc(NC(=O)c3ccc([N+](=O)[O-])cc3[N+](=O)[O-])cc2s1,-8%,1%,-3%,2,140%[activator],-2%,0%,-3%,-20%
COc1ccccc1-c1nc(C#N)c(N2CCN(C(=O)c3ccco3)CC2)o1,-5%,3%,-5%,-6&0,27%,-2%,-6%,12%,-22%

# Molecules above containing a Cl atom:
molecule,Apoferritin bind,Pol beta inh,BLM helicase inh,LDHA inh,POLI inh,Glioma ERSR ind,POLK inh,APEX1 inh,POLH inh
CN(C(=O)c1ccc2c(=O)n3c(nc2c1)CCCCC3)c1cccc(Cl)c1,3%,16%,-3%,-3,-13%,-3%,-3%,38%,-11%
O=C(Nc1ccc2oc(-c3ccc4ccccc4c3)nc2c1)c1ccc(Cl)c(Cl)c1,5%,23%,-6%,-4,?,1%,?,/,8%

# Going on with the list.
molecule,Apoferritin bind,Pol beta inh,BLM helicase inh,LDHA inh,POLI inh,Glioma ERSR ind,POLK inh,APEX1 inh,POLH inh
CC(=O)Nc1ccc(-c2csc(NNC(=O)c3ccccc3)n2)cc1,-14%,-4%,-1%,3,9%,-1%,9%,4%,0%
CCOc1ccccc1NC(=O)COC(=O)c1ccccc1SCC(=O)N1CCCC1,/,/,/,-1,-1%,-3%,-9%,0%,4%
COC(=O)c1ccc(C)c(NC(=O)CCNC(=O)c2ccc([N+](=O)[O-])cc2)c1,-6%,13%,-13%,-3,33%[activator],-3%,-9%,3%,-16%
CC1CCN(Cc2c(O)ccc3c(=O)c(-c4nc5ccccc5s4)c(N)oc23)CC1,-6%,-13%,-1%,-2,-6%,-3%,-8%,-1%,-5%
O=C(C1CCC(CNc2nc(=S)[nH]c3ccccc23)CC1)N1CCN(c2ccc(F)cc2)CC1 (stereo not given),-8%,-1%,-5%,-4,41%[activator],-3%,-30%,-5%,2%
CCN1C(=O)c2ccccc2Sc2ccc(NC(=O)Nc3cccc([N+](=O)[O-])c3C)cc21,40%[activator],6%,-2%,-5,-11%,-3%,-10%[60.1 µM],/,-12%
Cn1nc(C(=O)NCCCN2CCCCC2)c2c1-c1ccccc1SC2,-2%,19%,-3%,0,2%,-6%,-7%,55%[activator],-6%
CCc1sc(N(C(=O)Cc2ccccc2)c2cccc(F)c2)nc1-c1ccc(C)cc1,-10%,41%,-2%,-5,0%,0%,-13%,17%,-6%
COc1ccc(CCN(Cc2cc3cc(C)cc(C)c3nc2Cl)C(=O)C2CC2)cc1,-3%,19%,-10%,5,5%,-3%,-13%,-3%,-6%
CC(=O)OCC(CCn1cnc2cnc(N)nc21)COC(C)=O,-2%&2%,7%,-8%&-3%,/,/,-4%,-4%[60.1 µM],-1%&-4%,/
CC(=O)Nc1ccc2[nH]c(C)cc(=O)c2c1,2%,1%,-2%,-3,-5%,3%,-10%,5%,-4%
CCOC(=O)N1CCC(NS(=O)(=O)c2ccc3c(c2)oc(=O)n3C)CC1,-4%,17%,1%,-2,13%,1%,-16%,1%,-7%
COc1ccc(C(=O)N2CCN(c3nc4c(OC)cccc4s3)CC2)cc1OC,-4%,19%,2%,-15,-4%,-3%,-7%[60.1 µM],/,-7%
COCCN1C(=O)c2[nH]nc(-c3ccccc3O)c2C1c1ccc(Cl)c(Cl)c1 (stereo not given),?,-2%,-6%,5,1%,1%,15%,/,-19%
COC(=O)c1cccc(CSc2nnc(-c3ccco3)n2-c2ccccc2)c1,-19%,?,0%,-1,20%,-3%,-4%,3%,-22%
CCCCN(CCCC)Cc1cc2ccccc2c2c1COC2,-16%,-6%,-1%,8,-18%,-5%,-7%,0%,-12%
O=[N+]([O-])c1cccc(S(=O)(=O)NCCc2ccccc2)c1,?,10%,-2%,-1,30%[activator],1%,7%,4%,-9%
O=C(CN(Cc1ccc(F)cc1)C(=O)CNS(=O)(=O)c1ccc(F)cc1)NCC1CCCO1 (stereo not given),4%,5%,-5%,-2,53%[activator],-5%,-4%,53%[activator],-7%
O=C(N/N=C1/C[C@@H](O)[C@@H](O)[C@@H]2[C@@H]3C(=O)N(C4CCCCC4)C(=O)[C@H]3CC[C@@H]12)OCc1ccccc1,-2%[15.3 µM],/,1%[12.4 µM],/,/,-2%,/,28%[12.4 µM],/
CN(C(=O)c1cccc(NC(=O)Cc2ccc([N+](=O)[O-])cc2)c1)C1CC1,/,/,/,2,10%,-4%,3%,28%,-4%

# Looked up above.
# Reading of Cn1nc(C(=O)NCCCN2CCCCC2)c2c1-c1ccccc1SC2 in Apoferritin bind: -2%
# Reading of COC(=O)c1cccc(CSc2nnc(-c3ccco3)n2-c2ccccc2)c1 in Glioma ERSR ind: -3%

# The results go on:
molecule,Apoferritin bind,Pol beta inh,BLM helicase inh,LDHA inh,POLI inh,Glioma ERSR ind,POLK inh,APEX1 inh,POLH inh
CCOc1ccc(N(C)C(=O)CCc2nnc3ccc(N4CCOCC4)nn23)cc1,-4%,33%,1%,-6,-20%,-1%,-6%,84%[activator],-7%
Cc1ccccc1-n1ncc2c1CC(C)(C)CC2NC(=O)C1=CC(=O)CC(C)(C)O1 (stereo not given),-23%,-8%,-4%,-3,-2%,-4%,-9%,1%,-13%
O=C(COC(=O)/C=C/c1ccc(Cl)cc1Cl)NCCC1=CCCCC1,-5%,16%,4%,-8,131%[activator],-3%,-13%,13%,-6%
CCC[C@@H](CN[C@@H](CNC)C(C)C)NCCCCc1ccccc1,-16%,46%,-10%,0,41%[activator],-8%,16%,11%,-5%
Cc1cccc(NC(=O)c2ccc(C(=O)c3ccccc3)o2)c1,-22%,7%,-2%,-1,64%[activator],1%,-11%,-6%,0%
CN(Cc1ccccc1)C(=O)c1cccc(NC(=O)Cc2ccc(NC(=O)C3CCN(C(=O)C4CC4)CC3)cc2)c1,/,/,/,-1,54%[activator],-2%,1%,/,-24%
CCC1(C)Nc2ccccc2C(=O)N1O (stereo not given),-8%,5%,-1%,4,-3%,-5%,-2%,-3%,-4%

# Reformatted field by field: part of the list above.
smiles: O=C(COC(=O)/C=C/c1ccc(Cl)cc1Cl)NCCC1=CCCCC1
  Apoferritin bind = -5%	Pol beta inh = 16%	BLM helicase inh = 4%	LDHA inh = -8	POLI inh = 131%[activator]	Glioma ERSR ind = -3%	POLK inh = -13%	APEX1 inh = 13%	POLH inh = -6%
smiles: CCC[C@@H](CN[C@@H](CNC)C(C)C)NCCCCc1ccccc1
  Apoferritin bind = -16%	Pol beta inh = 46%	BLM helicase inh = -10%	LDHA inh = 0	POLI inh = 41%[activator]	Glioma ERSR ind = -8%	POLK inh = 16%	APEX1 inh = 11%	POLH inh = -5%
smiles: Cc1cccc(NC(=O)c2ccc(C(=O)c3ccccc3)o2)c1
  Apoferritin bind = -22%	Pol beta inh = 7%	BLM helicase inh = -2%	LDHA inh = -1	POLI inh = 64%[activator]	Glioma ERSR ind = 1%	POLK inh = -11%	APEX1 inh = -6%	POLH inh = 0%
